aSyn UTR inh – MLPCN primary screen, SNCA 5' untranslated region. alpha-synuclein 5'UTR reporter, inhibitor activity. inhibition, % (tested at 7.5 µM). 0.82% of 300,000 active. AID 1813, 2009; in the data active = inhibition above about 60%;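 note: H4 neuroglioblastoma cells stably carrying SNCA 5'UTR luciferase fusion; 0% = DMSO wells and 100% = positive control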
GSK3 alpha inh – blockers of GSK3A enzyme activity – biochemical, luminescence, cell-free homogeneous, HTS, primary screen; Glycogen synthase kinase-3 alpha (Homo sapiens), P49840; GSK-3 alpha kinase, ADP-Glo luminescence, 60 min; inhibition, % at 10 µM; 0.1% of 320,000 active; AID 2650, 2010;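 in the data active = inhibition above about 50%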;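 note: GST-tagged GSK-3 alpha with peptide substrate and 25 µM ATP; 0% = DMSO neutral wells and 100% = GW8510 positive control wells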
Target sequence (P49840 whole entry, looked up): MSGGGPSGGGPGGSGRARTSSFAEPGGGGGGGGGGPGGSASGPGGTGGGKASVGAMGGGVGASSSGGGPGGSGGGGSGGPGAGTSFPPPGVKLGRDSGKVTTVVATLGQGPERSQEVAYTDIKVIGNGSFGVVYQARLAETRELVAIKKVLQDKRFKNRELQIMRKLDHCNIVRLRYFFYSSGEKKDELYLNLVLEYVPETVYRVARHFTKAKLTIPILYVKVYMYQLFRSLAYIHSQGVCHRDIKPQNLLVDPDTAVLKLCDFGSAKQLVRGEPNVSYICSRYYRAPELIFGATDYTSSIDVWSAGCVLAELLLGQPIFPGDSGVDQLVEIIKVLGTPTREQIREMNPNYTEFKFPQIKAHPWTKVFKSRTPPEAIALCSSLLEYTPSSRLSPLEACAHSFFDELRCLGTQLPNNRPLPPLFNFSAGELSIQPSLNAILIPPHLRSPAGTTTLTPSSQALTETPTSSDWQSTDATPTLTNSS
DYRK1A inh – rat Dyrk1A kinase inhibitors, primary screen, biochemical, single point, plate reader | ADP-Glo luminescence, NFATc1 peptide | inhibition, % at 12.5 µM | 0.43% of 310,000 active | AID 504441, 2011; in the data active = inhibition above about 50%;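 note: plate controls were vehicle with enzyme for no effect and no enzyme for full effect; many of its hits are not listed in these tables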
HSF1 activator – HSF-1 activators, primary screen, NIH3T3-HGL cells, MG132 stress, luminescence, single point | NIH3T3-HGL HSF-1 luciferase reporter, 8 h; 100% = twice DMSO control signal | activation, % at 9 µM | 1.7% of 300,000 active | AID 504408, 2011;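 active = mean replicate activation of at least 50% with a set share of replicates each reaching 50%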;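 note: 0% = median of the neutral control wells and 100% = twice that signal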
GSK3beta inhib – human GSK3beta kinase inhibitors, primary screen, biochemical, cell-free homogeneous, HTS | GST-GSK3beta kinase, ADP-Glo luminescence, 60 min; stronger effect = lower value | activity score (negative = inhibition), % at 10 µM | 0.038% of 300,000 active;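 active = more than half of replicate wells score below -50%, meaning over 50% inhibition versus plate controls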;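 note: 0% = median DMSO wells and -100% = median GW8510 positive control wells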
Target sequence (P49841 whole entry, looked up): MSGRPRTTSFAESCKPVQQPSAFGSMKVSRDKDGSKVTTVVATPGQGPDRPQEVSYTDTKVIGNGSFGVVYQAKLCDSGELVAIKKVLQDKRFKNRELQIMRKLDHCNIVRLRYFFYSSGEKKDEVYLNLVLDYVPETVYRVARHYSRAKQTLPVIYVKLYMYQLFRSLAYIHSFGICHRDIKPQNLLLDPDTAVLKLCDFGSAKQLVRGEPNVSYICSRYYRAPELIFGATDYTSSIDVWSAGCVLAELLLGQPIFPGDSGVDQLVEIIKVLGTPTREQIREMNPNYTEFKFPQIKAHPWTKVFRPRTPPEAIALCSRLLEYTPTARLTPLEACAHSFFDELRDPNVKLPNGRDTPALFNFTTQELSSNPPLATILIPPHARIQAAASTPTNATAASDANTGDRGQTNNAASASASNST
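Assay system: GST-fused GSK3beta enzyme, cell-free / Medium: Tris pH 7.5 buffer with MgCl2, DTT, BSA, heparin / Also added: peptide substrate plus 25 µM ATP (final) / Compound: 10 µM single point / Timing: kinase reaction with compound 60 min at room temperature / Detection: ADP-Glo luminescence / Benchmarks: DMSO neutral wells and GW8510 at 20 µM as positive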
Platelet DG rel – inhibitors of platelet dense granule secretion, primary screen, cell-based, MLPCN, human platelets. human platelet-rich plasma, SFLLRN dense granule ATP release, luminescence. inhibition, %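 (compounds screened at 7.5 µM in platelet-rich plasma)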. 0.22% of 300,000 active. AID 1663, 2009;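 active = mean replicate score, as percent of positive control, at or above 50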
IEC-6 tox – cytotoxicity in IEC-6 intestinal epithelial cells, primary screen, cytotoxicity control for KLF5 inhibitor project, cell-based, luminescence; inhibition, % at 5 µM; IEC-6 cytotoxicity, luminescence viability; AID 1825, 2009; 0.78% of 290,000 active; in the data active = inhibition above about 22%;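 note: 0% = plate median of test compound wells and 100% = cytotoxic reference compound wells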
HSP90 refold inh – HSP90 inhibitors, primary screen, cell lysate, luminescence; Heat shock protein HSP 90 (rabbit reticulocyte lysate; luciferase refolding); Rabbit reticulocyte lysate, luciferase refolding luminescence, 3 h; inhibition, % at 5.6 µM; 0.91% of 290,000 active; AID 1789, 2009;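 active = inhibition above the screen-wide mean plus 3 SD, computed separately per campaign, cut at about 16% in these data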;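 note: 0% = DMSO wells and 100% = 60 µM geldanamycin wells; inhibitors lower the luminescence because luciferase stays unfolded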
KLF5 inh – KLF5 expression inhibitors, primary screen, DLD-1 cells, luminescence. DLD-1 KLF5 promoter-luciferase reporter. inhibition, % at 5 µM. 0.23% of 290,000 active. AID 1700, 2009;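 active = inhibition above a per-plate limit of that plate's mean compound inhibition plus 3 SD, cut at about 60% in these data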;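 note: 0% = DMSO wells and 100% = LY294002 at 200 µM; higher means less KLF5 promoter-driven luciferase light; inactives centre near -14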
HSF1 inhib – HSF1 inhibitors in luciferase reporter cells, primary screen, cell-based, NIH3T3, luminescence | NIH3T3-HGL HSE-luciferase, MG132-induced, luminescence 8 h; stronger effect = lower value | activity change, negative = inhibition, % at 7.5 µM (by protocol) | 0.77% of 300,000 active;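 active = more than half of replicate wells show activity change below -50%, luminescence cut by over half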;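 note: luciferase reports HSF-1 transcriptional activity via heat shock element; 0% = median of DMSO wells and -100% = zero luminescence signal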
* hit, by the source's call; / = no result given.

The opening 4 entries, ahead of the listing:
SMILES | aSyn UTR inh | GSK3 alpha inh | DYRK1A inh | HSF1 activator | GSK3beta inhib | Platelet DG rel | IEC-6 tox | HSP90 refold inh | KLF5 inh | HSF1 inhib
CCCc1ccc(NS(=O)(=O)c2c(C)oc(C)c2C(=O)OC)cc1 | -4 | -1 | 4 | -6 | -4 | -60 | -1 | 3 | 5 | -3
Cc1ccc(C2=NC(C(F)(F)F)(C(F)(F)F)c3c(n(-c4ccc(F)cc4)c(=O)[nH]c3=O)N2)cc1 | 4 | -3 | 0 | 14 | 1 | 1 | 8 | 0 | 19 | 10
Cc1ccc(S(=O)(=O)N2CCN(C(=O)CN3CCOCC3)C2c2ccccc2)cc1 (stereo not drawn) | -6 | -1 | 5 | -14 | -10 | 1 | -2 | 1 | -5 | 0
COc1ccc2c(c1OC)C(=O)N1c3cccc(Cl)c3C(=O)OC21 (stereo not drawn) | 3 | 0 | -6 | -37 | 3 | -4 | 4 | 0 | -18 | -27

This part in full, previewed entries included:
SMILES | aSyn UTR inh | GSK3 alpha inh | DYRK1A inh | HSF1 activator | GSK3beta inhib | Platelet DG rel | IEC-6 tox | HSP90 refold inh | KLF5 inh | HSF1 inhib
CCCc1ccc(NS(=O)(=O)c2c(C)oc(C)c2C(=O)OC)cc1 | -4 | -1 | 4 | -6 | -4 | -60 | -1 | 3 | 5 | -3
Cc1ccc(C2=NC(C(F)(F)F)(C(F)(F)F)c3c(n(-c4ccc(F)cc4)c(=O)[nH]c3=O)N2)cc1 | 4 | -3 | 0 | 14 | 1 | 1 | 8 | 0 | 19 | 10
Cc1ccc(S(=O)(=O)N2CCN(C(=O)CN3CCOCC3)C2c2ccccc2)cc1 (stereo not drawn) | -6 | -1 | 5 | -14 | -10 | 1 | -2 | 1 | -5 | 0
COc1ccc2c(c1OC)C(=O)N1c3cccc(Cl)c3C(=O)OC21 (stereo not drawn) | 3 | 0 | -6 | -37 | 3 | -4 | 4 | 0 | -18 | -27
COc1ccc(NC(=O)N/C=C/c2ccc(Cl)cc2)cc1 | -18 | 2 | -5 | -9 | -3 | -2 | 4 | 3 | -25 | 1
COC(=O)CCC(=O)NC(=S)Nc1ccc(S(=O)(=O)N2CCCC2)cc1 | -15 | 1 | -2 | -15 | -1 | 0 | 0 | 3 | 25 | 6
CCCCC(NC(=O)COc1cc2c(c3oc(=O)cc(C)c13)CCC(C)(C)O2)C(=O)O (stereo not drawn) | 5 | -2 | -1 | 38 | -2 | 6 | -10 | -5 | -34 | 8
Cc1ccccc1OCC(=O)OCC(=O)c1ccc(OC(=O)c2ccccc2)cc1 | -10 | -1 | 9 | 14 | 3 | -2 | 3 | 0 | -13 | -2
N#Cc1ccccc1NC(=O)CN1CCN(c2ccccn2)CC1 | -1 | -1 | -3 | -6 | 5 | -3 | -2 | -4 | -32 | -4
CCCN(CCC)c1nc2c(C)cccn2c(=O)c1/C=C1/SC(=S)N(Cc2ccco2)C1=O | -14 | / | -5 | 99* | -1 | 1 | 0 | 3 | -25 | 63
COc1ccc(C(=O)NC(C(=O)NCC(=O)Nc2c(C)cccc2C)C(C)C)cc1 (stereo not drawn) | 10 | -4 | 0 | 3 | 3 | -1 | -4 | 3 | -4 | -10
COc1ccccc1Nc1nc2nonc2nc1N1CCC(C)CC1 | 7 | 4 | 5 | -30 | 0 | 6 | 0 | -1 | 5 | -11
COc1cc2c(cc1OC)CN(C(=O)COc1ccc(C)c(C)c1)CC2 | 28 | -1 | 0 | -3 | 1 | -2 | -1 | 0 | -32 | 12
O=C(CC(Nc1cccc(Cl)c1Cl)C(=O)OCC(=O)c1cccs1)c1ccccc1 (stereo not drawn) | -28 | -1 | -1 | -6 | -1 | -6 | 6 | 1 | 5 | -16
N#CCCN(Cc1cccnc1)C(=O)c1ccc(S(=O)(=O)N2CCOCC2)cc1 | -1 | -2 | -2 | 0 | 2 | 9 | -18 | -4 | -43 | -2
Cc1ccc(CC(NC(=O)c2ccccc2)C(=O)NCC(=O)O)cc1 (stereo not drawn) | -8 | -1 | -9 | 19 | -1 | -3 | 0 | 3 | -17 | -5
O=C(COc1ccccc1)Nc1c2c(nn1-c1ccccc1)CS(=O)(=O)C2 | 12 | 0 | 1 | 1 | 0 | -5 | -7 | -2 | -42 | 3
CCOC1=NS(=O)(=O)c2ccccc21 | 32 | -1 | -3 | 9 | -7 | 2 | -4 | -3 | 4 | 0
Cc1c(C)c2ccc(OCC(=O)NCCN3CCOCC3)cc2oc1=O | -2 | -1 | -1 | 8 | 1 | -3 | 1 | -8 | -18 | 2
O=C(c1cccc(NS(=O)(=O)c2cccc(F)c2)c1)N1CCN(c2ccccc2)CC1 | -1 | -2 | -7 | 0 | 1 | 17 | 2 | -2 | -3 | 2
Cc1ccn2c(/C=N/OCc3cccc(F)c3)c(-c3ccc(Cl)cc3)nc2c1 | 1 | -2 | 5 | 5 | 1 | -15 | -3 | -5 | -12 | 2
Cn1c(NCc2ccccc2)nc2c1c(=O)n(Cc1ccccc1)c(=O)n2C | 29 | -1 | 3 | -2 | -1 | -7 | 6 | 1 | 6 | -4
COC(=O)c1cccc(NC(=O)c2cnccn2)c1 | -4 | -1 | 12 | 6 | -2 | -6 | -5 | 1 | -47 | -3
NS(=O)(=O)c1ccc(-c2ccc(C=NC3CCS(=O)(=O)C3)o2)cc1 (stereo not drawn) | -39 | -1 | 3 | 16 | -2 | -15 | -2 | 1 | -12 | 13
Cc1cc(S(=O)(=O)N2CCCC2)ccc1OCC(=O)NCc1ccccn1 | 6 | -1 | 4 | 0 | -5 | 2 | -7 | -8 | -24 | 5
C=CCn1c(SCCNC(C)=O)nc2cc(-c3ccccc3)sc2c1=O | 12 | 0 | -4 | 26 | 2 | 0 | -6 | -5 | -26 | 1
CCCCCCCCN1[C@@H](CC(=O)OC)c2cc(F)ccc2S1(=O)=O | 19 | 1 | -1 | 10 | 1 | 11 | / | / | / | 1
COC(=O)c1cc(C)sc1NC(=O)C1C2C=CC(CC2)C1C(=O)O (stereo not drawn) | 4 | 1 | -2 | 0 | -2 | -4 | -2 | -5 | -1 | -18
COCC1CCN(C(=O)c2cc(COc3ccc(C)c(C)c3)on2)C1 (stereo not drawn) | 10 | -4 | -6 | 12 | 4 | -5 | -6 | -8 | -46 | -6
Cn1nnc2cc(NC(=O)NCc3ccc4c(c3)OCO4)ccc21 | -1 | -2 | -1 | 7 | 3 | 1 | 0 | -1 | -5 | 3
CN1C(=O)c2ccc(NC(=O)c3ccc(N4CCCCC4)c([N+](=O)[O-])c3)cc2C1=O | 5 | -2 | 7 | -1 | -21 | -4 | -4 | -1 | 14 | -9
Nc1ccc(-n2cnc3cc([N+](=O)[O-])ccc32)cc1 | -66 | 4 | -3 | 20 | 1 | 6 | 0 | 2 | -91 | -6
Cc1ccc(NC2CCCN(C(=O)CSc3ccncc3)C2)cc1C (stereo not drawn) | -1 | 6 | 1 | 0 | -13 | -2 | -3 | -6 | 0 | -2
Oc1cccc(C(Nc2nccs2)c2ccc3cccnc3c2O)c1 (stereo not drawn) | 132* | 1 | 5 | -12 | 0 | 3 | 48* | 10 | 74* | -13
O=C(NCCCN1CCN(CCCNC(=O)c2ccc(F)cc2)CC1)c1ccc(F)cc1 | 21 | 2 | -1 | 3 | -2 | -1 | -1 | 0 | -22 | 2
CCCc1[nH][nH]c(=O)c1C(c1ccc(Cl)cc1)C(C#N)C#N (stereo not drawn) | 11 | 2 | -9 | 21 | -1 | -4 | 8 | -1 | -31 | 19
O=C(Nc1ccc(-c2nc3ccccc3s2)c(OC(=O)c2ccccc2)c1)c1ccccc1 | -175 | -1 | 2 | 30 | 3 | -4 | 1 | -2 | -14 | 20
CN(C)c1cc[n+](CC(=O)N2CCCc3ccccc32)cc1 | -5 | 5 | -2 | / | -1 | 3 | 2 | -5 | -20 | /
O=C(NCCc1ccccc1)C(=O)NCC1OCCN1S(=O)(=O)c1cccs1 (stereo not drawn) | 2 | 2 | -7 | -8 | 0 | -7 | 2 | 2 | -37 | -1
COc1ccc(NC(=O)c2cc(-c3ccccc3Cl)no2)cc1 | -36 | 3 | 6 | 14 | 1 | 6 | 2 | 0 | -3 | 14
COC(=O)Cc1nnc(NC(=O)C(C)C)s1 | 5 | -1 | 0 | -2 | 0 | -1 | 8 | 7 | -15 | -9
Clc1ccccc1C1=Nn2c(nnc2-c2ccco2)SC1 | 14 | 27 | / | 16 | -10 | -5 | 0 | 2 | -10 | -7
COc1cccc(NC(=O)c2sc3nc4n(c(=O)c3c2C)CCC4)c1 | -113 | 0 | 24 | 42 | 3 | 0 | -2 | -8 | -108 | 30
O=C(NCCCn1ccnc1)c1ccc(NS(=O)(=O)c2cccc([N+](=O)[O-])c2)cc1 | -1 | -3 | 0 | 6 | -2 | -1 | / | / | / | -10
Cc1nnc(SCC(=O)Nc2cc(C(F)(F)F)ccc2N2CCOCC2)o1 | 18 | 0 | -2 | 18 | -2 | 3 | 4 | -1 | 15 | 2
Cc1ccc(Sc2ncccc2/C=N/O)cc1 | -22 | 6 | 6 | 5 | 1 | 2 | 5 | -3 | -10 | -4
CCCn1c(SCC(=O)Nc2cccc(C)n2)nnc1C(C)C | 24 | 4 | 3 | -18 | 1 | 0 | -4 | 2 | -21 | -2
CC(C)NC(=O)/C(C#N)=C/c1ccc2c(c1)OCCO2 | -16 | / | -1 | 2 | 1 | -20 | 3 | 0 | -26 | -1
CC[n+]1c(-c2ccc(C)cc2)csc1Nc1c(C)n(C)n(-c2ccccc2)c1=O | 6 | -1 | -3 | -34 | 1 | 22 | 11 | 6 | -14 | -14
CCOc1ccc(N(CC(=O)NCCSCc2ccc(C)cc2)S(C)(=O)=O)cc1 | 3 | -1 | -3 | 3 | -4 | 1 | 2 | -1 | -19 | -1
Cc1ccc(/C=C/C(=O)Nc2nc3ccccc3[nH]2)cc1 | -186 | -1 | -7 | 32 | 3 | -9 | -3 | -2 | -10 | 5
COCCN(C(=O)COC(=O)CCC1CCCC1)c1c(N)n(Cc2ccccc2)c(=O)[nH]c1=O | -1 | -1 | -7 | -18 | 1 | -5 | / | / | / | -1
CC(C)Cc1nnc(NS(=O)(=O)Cc2ccccc2)s1 | -21 | 5 | 3 | 7 | 0 | -3 | -1 | 1 | -24 | 6
CCOc1cc(N2CCOCC2)c(OCC)cc1NC(=O)CN1C(=O)NC(Cc2ccccc2)C1=O (stereo not drawn) | 14 | 3 | -16 | 0 | 0 | -3 | 3 | 2 | -12 | -1
CCC1CCCCN1C(=O)c1ccc2nc(Cc3ccc(OC)cc3)oc2c1 (stereo not drawn) | -11 | 1 | -4 | 3 | / | 4 | 2 | -3 | -142 | -1

Screens from PubChem BioAssay.

These rows are one share of the data, so the mix of outcomes need not match the whole.
